Source: PubChem (National Center for Advancing Translational Sciences (NCATS))
Lipid storage S3: qHTS Assay for Lipid Storage Modulators in Drosophila S3 Cells; Drosophila S3 cells, BODIPY lipid droplet fluorescence, 18-24 h; cells fed with added oleic acid; AID 2685, 2010; actives 0.64% (n = 320,000); lipid storage change, negative = inhibition, % at the top dose, mostly 46.1 µM; hits show Potency in µM; active means well fitted inhibition curve with a large enough effect in the signal ratio, with a control signal flat, not every such curve was filed as active; inconclusive means small, poorly fitted or top-dose-only effect, or effect the other way, or a change in a side signal; the % refers to the signal ratio
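Laser-scanning cytometry quantifies lipid droplet accumulation (500–530 nm total intensity; droplet/cell object ratio) in oleic acid-fed (400 uM added) Drosophila S3 cells treated with a concentration series. 20 uM Triacsin C defined 100% inhibition.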
Lipid storage S3 cell count max: also measured in Lipid storage S3; calls as there; cell number change, %; measured here: cell count max response;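 cells counted by Cell Tracker Red CMTPX staining in the red channel; peak over a dose series mostly up to 46.1 µM; percent activity relative to internal control wells on each plate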
The depositor's hits bear a star; i = inactive; u = inconclusive; x = no result given. On the % scale 0 is the no-effect control and ±100 the full control effect; potency means the concentration at half of the fitted maximal effect. Only part of the results is shown; count on the stated rates, not on these rows.

| molecule | Lipid storage S3 | Lipid storage S3 cell count max |
| --- | --- | --- |
| COc1cccc(CCc2nnc(CCC(=O)N(C)C3CC(C)(C)NC(C)(C)C3)o2)c1 | i | x |
| CCOCCCNC(=O)/C(C#N)=C/c1ccc(Cl)c([N+](=O)[O-])c1 | u | x |
| COc1ccc(N2CCN(C(=O)C(C)(C)Oc3ccc(Cl)cc3)CC2)cc1 | i | x |
| CCOc1ccc(C2Nc3ccc4ccccc4c3-c3c2c(=O)oc2ccccc32)cc1 (stereo not drawn) | u | x |
| Nc1nc(N)nc(-c2ccccc2)n1 | u | x |
| Cc1ccc(-c2nnc(-c3cccnc3)o2)cc1 | u | x |
| COc1ccc(NC(=O)c2cc3cc(C)ccc3n2C)c(OC)c1 | u | x |
| COc1cc(NC(=S)Nc2ncccc2C)cc(OC)c1OC | u | x |
| CC(C)CC1C(C#N)=C(N)Oc2n[nH]c(-c3cccs3)c21 (stereo not drawn) | u | x |
| COc1ccc(C(=O)N2CCN(C(=O)C3COc4ccccc4O3)CC2)cc1OC (stereo not drawn) | u | x |
| CCOc1cc(N2CCOCC2)c(OCC)cc1NC(=O)CSc1nccc(C)n1 | u | x |
| CCOCCCNC(=O)C1CCCCN1S(=O)(=O)c1ccc(F)cc1 (stereo not drawn) | u | x |
| COc1ccc2c(CC(=O)OCC(=O)c3ccccc3OC)coc2c1 | i | x |
| CCOC(=O)COc1nc(-c2ccco2)cc(-c2ccco2)c1C#N | u | x |
| Cc1c(C(=O)/C=C/N(C)C)nnn1-c1ccc(Cl)c(Cl)c1 | -12% | -15 |
| CNCCOCC(O)CSc1ccccc1 (stereo not drawn) | u | x |
| Cc1onc(-c2ccccc2Cl)c1C(=O)OCC(=O)c1ccc2c(c1)OCCO2 | -8% | -28 |
| Cc1cccc(NC(=O)CSc2nc3c(c(=O)[nH]2)CCC3)c1C | 4% | -11 |
| Cc1ccc(C(=O)C2=C(O)C(=O)N(CCCN(C)C)C23C(=O)N(C)c2ccccc23)o1 (stereo not drawn) | u | x |
| O=C(Nc1cccc(F)c1)c1ccc(Cn2cc([N+](=O)[O-])cn2)o1 | 2% | 0 |
| O=C(/C=C/c1c(F)cccc1Cl)Nc1nn[nH]n1 | -12% | 20 |
| O=c1cc(N2CCC(Cc3ccccc3)CC2)[nH]c(=O)n1C1CCCCC1 | 19% | -10 |
| CC(C)(C)c1ccc(/C=C/C(=O)Nc2ccncc2)cc1 | u | x |
| CC(=O)c1cn(CCC(C)C)c(=O)[nH]c1=O | 1% | -8 |
| O=C(COc1ccccc1[N+](=O)[O-])Nc1ccccc1N1CCCCC1 | -16% | -27 |
| COc1ccc(CCC(C)NCc2cc(OC)cc(OC)c2)cc1 (stereo not drawn) | u | x |
| COc1ccc(OCC(O)CNS(=O)(=O)c2ccc(C)cc2)cc1 (stereo not drawn) | 5% | 0 |
| CSCCC(=O)N1C(C)CCCC1C(=O)O (stereo not drawn) | -11% | -17 |
| COc1ccc(C2CC(c3ccc4ccccc4c3)=NN2C(=O)CNC2CCCCC2)cc1 (stereo not drawn) | u | x |
| Cn1c(=O)[nH]c(=O)c2c1nc(N1CCC(Cc3ccccc3)CC1)n2Cc1ccccc1 | u | x |

The last 4 compounds of the section above lead into the next.
| molecule | Lipid storage S3 | Lipid storage S3 cell count max |
| --- | --- | --- |
| COc1ccc(OCC(O)CNS(=O)(=O)c2ccc(C)cc2)cc1 (stereo not drawn) | 5% | 0 |
| CSCCC(=O)N1C(C)CCCC1C(=O)O (stereo not drawn) | -11% | -17 |
| COc1ccc(C2CC(c3ccc4ccccc4c3)=NN2C(=O)CNC2CCCCC2)cc1 (stereo not drawn) | u | x |
| Cn1c(=O)[nH]c(=O)c2c1nc(N1CCC(Cc3ccccc3)CC1)n2Cc1ccccc1 | u | x |
| CC(=O)NS(=O)(=O)c1ccc(NC(=O)C2C3C=CC(C3)C2C(=O)O)cc1 (stereo not drawn) | -6% | 1 |
| Cc1ccc(S(=O)(=O)N(CC(=O)NC2CCCC2)c2cccc(C)c2)cc1 | -11% | -11 |
| CC(C)(C)c1cc(N)on1 | -2% | 13 |
| CC(C)c1ccc(NC2CCCN(C(=O)c3cc(C(C)C)nc(N)n3)C2)cc1 (stereo not drawn) | i | x |
| S=c1[nH]nc(-c2ccc(Cl)cc2)n1-c1ccc2c(c1)OCCO2 | u | x |
| O=C(NCc1ccc(Cl)cc1)c1ccc(CNc2c(N3CCOCC3)c(=O)c2=O)cc1 | 11% | 12 |
| CN1CCC(N2CCCC(C(=O)O)C2)CC1 (stereo not drawn) | 6.5µM* | 6.8* |
| O=C(Nc1cccc(Cl)c1)c1ccc2c(c1)SC1=NS(=O)(=O)CCN12 | u | x |
| Cc1csc(SCC(=O)Nc2ccc3c(c2)OCCO3)n1 | u | x |
| Cc1ncc(CN2CCCC(C(=O)Nc3ccc(-c4ccco4)cc3)C2)cn1 (stereo not drawn) | u | x |
| CC1(C)CC(=O)C(N=Nc2cc(Cl)c(Cl)c(Cl)c2)=C(O)C1 | u | x |
| Cc1ccc(CNC(=O)C(C)C2Sc3ccccc3NC2=O)cc1 (stereo not drawn) | -7% | x |
| CS(=O)(=O)N(Cc1ccco1)CC(O)Cn1cc(C=O)c2ccccc21 (stereo not drawn) | 8% | x |
| Cc1ccc(C(=O)COC(=O)CCC(=O)Nc2cc(Cl)ccc2Cl)cc1[N+](=O)[O-] | -3% | -16 |
| COc1cc(OC)c(C2=NOC(C(=O)Nc3c(C)n(C)n(-c4ccccc4)c3=O)C2)cc1Cl (stereo not drawn) | u | x |
| Cc1ccc(CN2CCC(Oc3ccc(C(=O)NCc4ccccn4)cc3)CC2)o1 | u | x |
| COc1ccc(-c2noc3c2-c2nc(C4CCCCC4)sc2CC3)cc1 | u | x |
| N#Cc1nc(COc2ccccc2)oc1N1CCN(Cc2ccccc2)CC1 | u | x |
| Cc1ccc(S(=O)(=O)/N=C2/NC(=O)/C(=C\c3cc(Br)cc(Br)c3O)S2)cc1 | u | x |
| CCOCCCNC(=O)Cc1cc(=O)[nH]c(=O)[nH]1 | u | x |
| CCn1cc(C(=O)Nc2ccc(F)c(F)c2)cn1 | 5% | 9 |
| CCc1c(C)nc(SC(C(=O)O)c2ccccc2)c(C#N)c1C (stereo not drawn) | 25% | 7 |
| COC(=O)c1sc2ccccc2c1-n1cccc1C(=O)C(=O)Nc1ccc(F)cc1 | 3% | 1 |
| O=C1[C@H]2[C@H](ON3CCCC[C@H]23)C(=O)N1c1cccc(C(F)(F)F)c1 | u | x |
| CN(c1ccccc1C(=O)O)S(C)(=O)=O | u | x |
| CC1CCCN(C(=O)CN2C(=O)c3ccccc3S2(=O)=O)C1 (stereo not drawn) | u | x |
| Cc1cc(C)n(-c2ccc(F)cc2CN2CCN(C3CCCC3)C(CCO)C2)n1 (stereo not drawn) | -8% | -3 |
| O=C(Nc1ccc(N2CCCC2)cc1)c1cccc(Cl)c1Cl | 9% | -14 |
| Cc1c(NC(=O)Nc2ccc3c(c2)OCO3)cccc1[N+](=O)[O-] | u | x |
| Cc1cc(C(C)(C)C)ccc1OCCN1CCCC1 | u | x |

Overlap with the part before: five compounds; new compounds follow.
Order of results – Lipid storage S3	Lipid storage S3 cell count max
CC1CCCN(C(=O)CN2C(=O)c3ccccc3S2(=O)=O)C1 (stereo not drawn)
 : u	x
Cc1cc(C)n(-c2ccc(F)cc2CN2CCN(C3CCCC3)C(CCO)C2)n1 (stereo not drawn)
 : -8%	-3
O=C(Nc1ccc(N2CCCC2)cc1)c1cccc(Cl)c1Cl
 : 9%	-14
Cc1c(NC(=O)Nc2ccc3c(c2)OCO3)cccc1[N+](=O)[O-]
 : u	x
Cc1cc(C(C)(C)C)ccc1OCCN1CCCC1
 : u	x
COc1ccc(-c2ccc(SCC(=O)Nc3nnc(C)s3)nn2)cc1
 : u	x
CCCCCC(=O)NCC(C)NC(=O)CCCCC (stereo not drawn)
 : u	x
O=C(Nc1ccc(CN2CCOCC2)cc1)c1ccc(-c2cccc(Cl)c2)o1
 : u	x
COc1ccc(Cn2nnnc2C(c2cc3ccc(OC)cc3[nH]c2=O)N2CCC(C)CC2)cc1 (stereo not drawn)
 : u	x
CCSc1nc2c(cnn2-c2ccccc2)c(=O)n1N
 : 0%	7
OC(c1ccc(Cl)cc1)C(O)c1nc2ccccc2[nH]1 (stereo not drawn)
 : i	x
Cc1ccc2c(c1)[nH]c1c(=O)n(CCN3CCCCC3)cnc12
 : -4%	-5
C/C(=N\NC(=O)c1ccc(O)cc1)c1cccc(NC(=O)c2ccccc2C)c1
 : -14%	-14
O=C1C2C3CCC(C3NCc3ccccc3)C2C(=O)N1Cc1ccccc1 (stereo not drawn)
 : u	x
O=C(NC(=S)Nc1ccc(CN2CCCCC2)cc1)c1cccc(OCc2ccccc2)c1
 : u	x
COC(=O)Cc1ccc(NC(=O)c2ccccc2Br)cc1
 : -5%	-6
O=C(O)CCC(=O)Nc1ccc(Br)cc1C(=O)c1ccccc1
 : -7%	6
CCOC(=O)C1=C(C)N(c2ccc(OC)cc2)C(=O)/C1=C\c1cccs1
 : u	x
O=S(=O)(NCc1ccncc1)c1ccccc1
 : u	x
Cc1ccc(Nc2nc(-c3cccnc3)nc3ccccc23)cc1
 : u	x
COc1ccc(S(=O)(=O)NCCC(=O)Nc2ccc(C)cc2)cc1
 : i	x
CN(C)CCCN(C(=O)c1ccc([N+](=O)[O-])o1)c1nc2cc3c(cc2s1)OCO3
 : u	x
Cc1ccc(NC(=O)c2cc(-c3cc(Cl)ccc3O)n[nH]2)cc1C
 : -23%	-13
CC(=O)Nc1ccc2c(c1)nc(C)n2Cc1ccccc1
 : u	x
Cc1cccc(C(=O)Oc2coc(CSc3nnc(NC(=O)C4CC4)s3)cc2=O)c1
 : 0%	1
CCCCNC(=O)c1onc(CSc2cccc3ccccc23)c1C(=O)O
 : 9%	7
CCOc1ccc(NC(=O)CC2C(=O)N(C)C(=S)N2CCCc2ccccc2)cc1 (stereo not drawn)
 : u	x
COCCNC(=O)Cc1c(C)c2c(cc(C)c3c(C)coc32)oc1=O
 : -5%	-8
COCCCn1c(SCC(=O)NC(C)(C)C)nnc1-c1ccccc1
 : i	x
Cc1oc(-c2ccc(-c3ccccc3)cc2)nc1CN(C)C1CCOC1 (stereo not drawn)
 : 12%	6
O=C(/C=C/c1ccccc1)NNC(=O)C1CC1
 : u	x
COc1ccc(S(=O)(=O)NC2CCCC2)cc1C(N)=O
 : i	-6
CCCCCOC(=O)c1cc(=O)[nH]c2ccccc12
 : 18%	-17
CCOC(=O)C1CCN(S(=O)(=O)c2ccc(-c3ccc(=O)[nH]n3)o2)CC1
 : u	x
N#CC(C#N)=C(N)Nc1cccc(Cl)c1
 : u	x
CCOc1ccc(C(=O)Nc2nnc(C3=COCCO3)o2)cc1
 : -2%	9
Cc1ccc(-c2csc(Nc3ccc(S(N)(=O)=O)cc3)n2)o1
 : 15%	-1
COc1ccc(OC)c(/C=N/NC(=O)c2cnccn2)c1
 : 17%	5
CC(=O)N1CCOc2ccc(S(=O)(=O)N3CCC(C(=O)NCc4ccccc4)CC3)cc21
 : i	-37
COc1ccc2nc(NC(=O)CCn3cccc3)sc2c1
 : u	x
COC(=O)C(C)N1C(=O)S/C(=C\c2ccc(-c3ccc(C(=O)O)cc3C)o2)C1=O (stereo not drawn)
 : i	30
CCn1c(SCC(=O)NC2CC2)nnc1-c1cccc(OC)c1
 : u	x
O=[N+]([O-])c1cnn2cc(Br)cnc12
 : u	x
COc1ccc(Cn2c(=O)[nH]c3cc(OC)c(OC)cc3c2=O)cc1
 : u	x
COc1ccccc1CCNC(=O)c1ccc2nc[nH]c2c1
 : u	x
Cc1cccc(C(=O)NNC(=O)c2ccccc2Br)c1
 : 13%	6
NC(=O)C1CCN(C2=C(NS(=O)(=O)c3ccc(Br)cc3)C(=O)c3ccccc3C2=O)CC1
 : u	x
Cc1ccc(OCCC(=O)OCC(=O)Nc2ccc(F)cc2)cc1
 : u	x
Cc1cc(C)c(OCC(=O)Nc2nnn(C)n2)c(Br)c1
 : 4%	4
CCOC(=O)C1(Cc2cccc(OC)c2)CCN(CC2CC=CCC2)CC1 (stereo not drawn)
 : u	x
COC(=O)CNC(=O)CN(c1ccc(OC)cc1OC)S(=O)(=O)c1ccccc1
 : u	x
CN(C1CCCCC1)S(=O)(=O)c1ccc(-c2ccccn2)s1
 : u	x
CC1CCN(C(=O)CSCc2ccc(Cl)cc2)CC1
 : u	x
Cc1ccc(CSCC(=O)N(C)CC(=O)Nc2ccc(Cl)c(Cl)c2)cc1
 : i	1
COC(=O)c1ccccc1S(=O)(=O)N(Cc1cc2ccc(OC)cc2[nH]c1=O)CC1CCCO1 (stereo not drawn)
 : u	x
Cc1ccc(S(=O)(=O)N(C)c2nc3ccccc3[nH]c2=S)cc1
 : -4%	5
O=[N+]([O-])c1ccccc1-c1ccc(/C=N/n2cnnc2)o1
 : 0%	-19
NNC(=O)c1ccc(COc2ccc(Br)cc2)o1
 : 12%	-1
CC(C)c1csc(CN2CCN(CCc3ccccc3)C(CCO)C2)n1 (stereo not drawn)
 : 12%	11
CC(=O)c1cccc(NC(=O)NCc2ccc3c(c2)OCO3)c1
 : i	9
Cc1cccc(NC(=O)Cn2c(=O)n3nc(CCn4nc(C)cc4C)nc3c3ccccc32)c1
 : -12%	19
Cn1nc(-c2ccc3c(c2)OCCO3)c2ccccc2c1=O
 : u	x
Cc1ccc(OCC(=O)NC2CCCC(C)C2C)c([N+](=O)[O-])n1 (stereo not drawn)
 : u	x
O=C(COC(=O)c1ccc(Cl)nc1)Nc1ccc2c(c1)OCCO2
 : 1%	3
CC(Oc1ccc(Cl)cc1Cl)C(=O)NCc1ccncc1 (stereo not drawn)
 : 0%	-6
C(#Cc1ccccc1)CN1CCCCC1
 : u	x
